Compound activity (PubChem BioAssay)
KDM4C inh = KDM4C (human) demethylase inhibition; inhibition, % at 12.5 µM; Q9H3R0; AID 720574; GST-KDM4C 2-372, H3K9me3 peptide, LANCE TR-FRET; hit rate 0.15% among 96,000;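 active = mean replicate inhibition above about 25%, with at least 55% of replicates also reaching it, limit read from the data, passing the limit was not always enough; inconclusive = only one of those two conditions met; inactive = neither condition met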
Target sequence (Q9H3R0 2-372 limits assumed): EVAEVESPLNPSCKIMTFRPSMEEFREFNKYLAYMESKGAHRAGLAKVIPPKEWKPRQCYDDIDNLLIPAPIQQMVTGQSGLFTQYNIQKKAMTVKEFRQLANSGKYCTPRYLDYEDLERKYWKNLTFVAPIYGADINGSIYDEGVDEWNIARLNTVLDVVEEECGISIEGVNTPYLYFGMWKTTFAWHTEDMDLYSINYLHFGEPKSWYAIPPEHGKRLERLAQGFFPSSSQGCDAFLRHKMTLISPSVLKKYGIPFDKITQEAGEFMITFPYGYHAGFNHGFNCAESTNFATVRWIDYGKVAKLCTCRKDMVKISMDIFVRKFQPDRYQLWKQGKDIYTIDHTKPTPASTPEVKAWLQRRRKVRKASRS
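Assay system: GST-GASC-1 enzyme fragment 2-372 | Amount: 10 nM enzyme | Medium: HEPES buffer, pH 7.5, plus ascorbate | Reagent: H3K9me3 peptide substrate, Fe(II), 2-oxoglutarate | Doses: Single-point compound screen | Incubation: 30 min demethylation and 1 h detection at room temperature | Measured by: LANCE TR-FRET, excitation 340 nm, emissions 618 and 671 nm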
C diff HTS = C. difficile growth inhibition. Clostridium difficile clinical isolate growth, OD600, 24 h; hits give low values. growth activity, negative = inhibition, % at 16 µg/mL (by protocol). hit rate 0.25% among 86,000. AID 1259249;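 active = mean growth activity at or below -80% and every replicate also at or below -80%; inconclusive = mean at or below -80% but some replicate above -80%; inactive = mean growth activity above -80%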;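 also: 0% = DMSO wells and -100% = levofloxacin 16 µg/mL wells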
T cruzi growth = blocks T. cruzi growth in NIH3T3 culture | T. cruzi beta-gal in NIH3T3, GalScreen luminescence, 90 h | inhibition, % at 8.34 µM | hit rate 5.9% among 77,000 | AID 624255;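 active = mean inhibition above about 93%, with at least 55% of replicates each passing it, limit read from the data, passing the limit was not always enough; inconclusive = only one of those two conditions holds; inactive = neither condition holds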
Pf Dd2 growth = P. falciparum Dd2 growth inhibition | SYBR Green, 72 h; hits give low values | activity change, % at 10 µM | hit rate 2.3% among 94,000 | AID 1159554; in the data active = activity change below about -80%; inconclusive = no clear call, values can overlap the other calls
Active calls of the source: *; ? = inconclusive; · = not tested or not shown; & = joins results of further samples.

1	Cc1ccccc1S(=O)(=O)N1C[C@@H](O)COC[C@H]2O[C@@H](CC(=O)NCc3ccccc3Cl)CC[C@@H]21
2	COc1ccc(NC(=O)N2C[C@H](O)COC[C@H]3O[C@@H](CC(=O)N4CCN(C)CC4)CC[C@@H]32)cc1
3	C[C@H]1CN([C@@H](C)CO)C(=O)c2cc(NC(=O)CCCN(C)C)ccc2O[C@@H]1CN(C)C(=O)Nc1cccc2ccccc12
4	CC(C)CC#Cc1ccc2c(c1)O[C@@H](CN(C)Cc1ccccc1F)[C@@H](C)CN([C@@H](C)CO)S2(=O)=O
5	C[C@@H]1CN([C@@H](C)CO)C(=O)Cc2cc(NC(=O)Nc3ccc4c(c3)OCO4)ccc2O[C@H]1CN(C)C(=O)NC1CCCCC1
6	CCNC(=O)Nc1ccc2c(c1)C(=O)N(C)[C@H]1CC[C@@H](CC(=O)N[C@H](C)c3ccccc3)O[C@@H]1CO2
compound no.	1	2	3	4	5	6
KDM4C inh	0.0	0.0	2.6	-1.5	-0.1	2.3
C diff HTS	-5&-6	·	-1	·	-2	-1
T cruzi growth	34	8	21	127*	23	14
Pf Dd2 growth	·	-3	7	-33	-27	·

7	COc1ccccc1-c1cn(CC[C@@H]2CC[C@H](NC(=O)c3cnccn3)[C@H](CO)O2)nn1
8	CNC[C@H]1OCCCC[C@@H](C)Oc2ccc(N(C)C)cc2C(=O)N([C@@H](C)CO)C[C@H]1C
9	CN1C(=O)c2cc(NC(=O)c3cccs3)ccc2OC[C@@H]2O[C@H](CC(=O)O)CC[C@H]21
10	C[C@@H]1CCCCO[C@@H](CN(C)S(=O)(=O)c2ccc(F)cc2)[C@H](C)CN([C@H](C)CO)C(=O)c2cc(NC(=O)Cc3ccccc3)ccc2O1
11	COc1ccc(NC(=O)N2C[C@@H]3[C@H](c4ccccc42)[C@@H](CO)N3C(=O)C2CC2)cc1
12	CO[C@H]1CN(C)C(=O)c2cc(NC(C)=O)ccc2OC[C@H](C)N(C(=O)Cc2cccnc2)C[C@@H]1C
compound no.	7	8	9	10	11	12
KDM4C inh	0.6	4.6	1.2	-0.8	0.5	0.4
C diff HTS	3	-1	-2	2	-3	·
T cruzi growth	41	84	6	49	6	-48
Pf Dd2 growth	0	-8	8	-77	9	11

13	Cc1ccc(S(=O)(=O)Nc2ccc3c(c2)C(=O)N([C@@H](C)CO)C[C@H](C)[C@@H](CN(C)Cc2ccc(C(F)(F)F)cc2)OCCCC[C@H](C)O3)cc1
14	COc1ccc(S(=O)(=O)Nc2ccc3c(c2)C(=O)N([C@H](C)CO)C[C@@H](C)[C@@H](CN(C)C)OCCCC[C@H](C)O3)cc1
15	O=C(N[C@@H]1CC[C@H](CCNS(=O)(=O)c2ccc(F)cc2)O[C@H]1CO)C1CCC1
16	COc1ccc(S(=O)(=O)N(C)C[C@@H]2Oc3ccc(NC(=O)Nc4ccc(F)cc4)cc3CC(=O)N([C@H](C)CO)C[C@@H]2C)cc1
17	C[C@@H]1CCCCO[C@H](CN(C)S(=O)(=O)c2ccc(Cl)cc2)[C@@H](C)CN([C@@H](C)CO)C(=O)c2cc(NC(=O)Cc3ccccc3)ccc2O1
18	O=C(C[C@@H]1CC[C@H]2[C@@H](COC[C@H](O)CN2C(=O)c2cnccn2)O1)NCc1ccc(Cl)cc1
compound no.	13	14	15	16	17	18
KDM4C inh	-0.3	0.0	5.4	0.1	-1.9	-2.9
C diff HTS	41	10	-9	-12	-5	·
T cruzi growth	·	-6	17	15	105*	14
Pf Dd2 growth	-50	-30	11	-19	-68	4

19	Cc1noc(C)c1NC(=O)Nc1ccc2c(c1)C(=O)N([C@@H](C)CO)C[C@@H](C)[C@H](CN(C)C(=O)NC(C)C)O2
20	O=C(Cc1ccccc1)N1C[C@@H]2[C@H](c3ccccc31)[C@H](CO)N2C(=O)C1CCOCC1
21	Cc1noc(C)c1NC(=O)N(C)C[C@H]1Oc2ccc(NC(=O)Nc3ccc(F)cc3)cc2C(=O)N([C@H](C)CO)C[C@@H]1C
22	O=C(c1ccccc1)N1CC[C@@H]2[C@H]1c1cc(-c3ccc(F)cc3)ccc1N[C@@H]2CO
23	Cc1ccc(S(=O)(=O)N[C@@H]2C=C[C@H](CC(=O)N3CCC(Cc4ccccc4)CC3)O[C@H]2CO)cc1
24	Cc1ccc(S(=O)(=O)NCC[C@H]2CC[C@@H](NC(=O)CC3CC3)[C@@H](CO)O2)cc1
compound no.	19	20	21	22	23	24
KDM4C inh	1.1	0.0	1.5	-2.2	-1.5	-1.1
C diff HTS	·	-3	-4	-3	·	·
T cruzi growth	90	43	7	64	50	-20
Pf Dd2 growth	22	4	4	-2	-24	5

25	C[C@H]1CCCCO[C@H](CN(C)S(=O)(=O)c2ccccc2)[C@@H](C)CN([C@@H](C)CO)C(=O)c2cc(NS(=O)(=O)c3cn(C)cn3)ccc2O1
26	C[C@@H](NC(=O)C[C@H]1C[C@@H]2c3cc(NC(=O)CC4CC4)ccc3O[C@@H]2[C@@H](CO)O1)c1ccccc1
27	COc1cccc(CN2[C@@H](CO)[C@@H]3c4ccccc4N(C(=O)CC(F)(F)F)C[C@@H]32)c1
28	COc1ccc(NC(=O)N(C)C[C@H]2Oc3ccc(NC(=O)c4ccncc4)cc3C(=O)N([C@@H](C)CO)C[C@H]2C)cc1
29	C[C@@H]1CN([C@H](C)CO)S(=O)(=O)c2ccc(C#CC(C)(C)O)cc2O[C@@H]1CN(C)C(=O)C1CCCCC1
30	COc1cccc(-c2ccc([C@@H]3[C@H]4CN(C(=O)C5CC5)CC(=O)N4[C@H]3CO)cc2)c1
compound no.	25	26	27	28	29	30
KDM4C inh	0.2	-0.6	1.4	0.1	3.8	-0.3
C diff HTS	1	-3	3	-2	-3	1
T cruzi growth	-54	-3	61	-4	46	·
Pf Dd2 growth	-9	-10	-13	-4	6	-15

31	COCc1cn(CC[C@H]2CC[C@H](NC(=O)c3ccc(F)cc3)[C@H](CO)O2)nn1
32	C[C@H]1CN([C@@H](C)CO)C(=O)Cc2cc(NC(=O)CCN3CCOCC3)ccc2O[C@@H]1CN(C)Cc1ccc(C(=O)Nc2ccccc2N)cc1
33	COc1ccccc1NC(=O)N1CCCCN2[C@H](CO)[C@@H](c3ccc(C#Cc4ccccc4)cc3)[C@@H]2C1
34	CC1C=NC(S(=O)(=O)N2CC[C@@H]3[C@@H](CO)N(C)c4ccc(-c5ccccc5F)cc4[C@@H]32)=N1 (some centres not stated)
35	Cn1cnc(S(=O)(=O)N[C@@H]2CC[C@H](CC(=O)Nc3ccc(-c4ccccc4)cc3)O[C@H]2CO)c1
36	Cc1ccc(S(=O)(=O)N2CC[C@@H]3[C@@H](CO)N(C)c4ccc(C#Cc5cccnc5)cc4[C@@H]32)cc1
compound no.	31	32	33	34	35	36
KDM4C inh	-2.0	-0.9	-1.1	0.0	-1.0	5.4
C diff HTS	-3	-4	1	-11	-4	1
T cruzi growth	26	·	49	76	13	24
Pf Dd2 growth	3	-21	-24	17	-28	-44

Some of these compounds in order of length of the SMILES, rising.
31	COCc1cn(CC[C@H]2CC[C@H](NC(=O)c3ccc(F)cc3)[C@H](CO)O2)nn1
33	COc1ccccc1NC(=O)N1CCCCN2[C@H](CO)[C@@H](c3ccc(C#Cc4ccccc4)cc3)[C@@H]2C1
34	CC1C=NC(S(=O)(=O)N2CC[C@@H]3[C@@H](CO)N(C)c4ccc(-c5ccccc5F)cc4[C@@H]32)=N1 (some centres not stated)
compound no.	31	33	34
KDM4C inh	-2.0	-1.1	0.0
C diff HTS	-3	1	-11
T cruzi growth	26	49	76
Pf Dd2 growth	3	-24	17

Later entries
37	O=C(Cc1ccccn1)NCC[C@@H]1CC[C@H](NC(=O)Nc2ccc(F)cc2)[C@@H](CO)O1
38	C[C@@H]1CCCCO[C@H](CN(C)Cc2ccc(Cl)c(Cl)c2)[C@@H](C)CN([C@H](C)CO)C(=O)c2cc(NS(=O)(=O)c3cn(C)cn3)ccc2O1
39	COc1ccc(S(=O)(=O)N(C)C[C@H]2OCCCC[C@@H](C)Oc3ccc(NC(=O)C4CCCCC4)cc3C(=O)N([C@H](C)CO)C[C@@H]2C)cc1
40	COc1ccc2c3c([nH]c2c1)[C@H](CO)N(S(C)(=O)=O)CC31CCN(C(=O)c2cccnc2)CC1
41	C[C@H]1CN([C@@H](C)CO)C(=O)Cc2cc(NS(=O)(=O)c3ccc(F)cc3)ccc2O[C@@H]1CN(C)C(=O)Nc1ccc(F)cc1
42	COc1ccc(CNC(=O)C[C@H]2CC[C@@H](NC(=O)c3ccc4c(c3)OCO4)[C@H](CO)O2)cc1
compound no.	37	38	39	40	41	42
KDM4C inh	1.0	-0.3	-0.9	0.5	0.7	0.1
C diff HTS	0	8	2	-2	-3	-4
T cruzi growth	34	43	37	·	-2	-35
Pf Dd2 growth	-3	-38	-44	29	9	-2

43	CN(C)CCCNC(=O)[C@H]1[C@H](CO)[C@H]2Cn3c(ccc(-c4ccccc4)c3=O)[C@@H]1N2C(=O)CC1CC1
44	CN(C)CC(=O)N[C@H]1CC[C@H](CC(=O)NCc2ccc(Cl)cc2)O[C@@H]1CO
45	CC(C)C#Cc1ccc([C@H]2[C@@H](CO)N3CCCCN(C(=O)NC(C)C)C[C@H]23)cc1
46	CN1[C@H](CO)[C@@H]2c3ccccc3N(C(=O)Nc3ccccc3F)C[C@@H]21
47	CO[C@H]1CN(C)C(=O)c2cc(NC(=O)C3CCCC3)ccc2OC[C@H](C)N(CCC(F)(F)F)C[C@H]1C
48	O=C(C[C@H]1C[C@@H]2c3cc(NC(=O)NC4CCCC4)ccc3O[C@@H]2[C@H](CO)O1)NCc1ccccc1F
compound no.	43	44	45	46	47	48
KDM4C inh	2.1	0.0	0.1	0.8	3.2	-0.1
C diff HTS	-4	0	-12	10	·	-15
T cruzi growth	4	-6	102*	20	-6	16
Pf Dd2 growth	·	8	-3	-14	·	17

49	C[C@@H]1CN([C@H](C)CO)C(=O)c2cccc(NC(=O)Nc3ccccc3)c2O[C@@H]1CN(C)S(C)(=O)=O
50	Cc1ccccc1-c1cnc2c(c1)C(=O)N([C@H](C)CO)C[C@H](C)[C@H](CN(C)Cc1cccnc1)O2
51	CCCN1[C@@H]2c3ccc(-c4ccncc4)c(=O)n3C[C@H]1[C@H](CO)[C@H]2C(=O)N1CCCCC1
52	COc1ccc2c3c([nH]c2c1)[C@H](CO)N(C(=O)Nc1ccc(F)cc1)CC31CCN(C(=O)Cc2ccncc2)CC1
53	C[C@H]1CN([C@@H](C)CO)C(=O)c2cc(NC(=O)CCCCCC(=O)Nc3ccccc3N)ccc2O[C@H]1CN(C)CC1CCCCC1
54	COc1ccc(NC(=O)N(C)C[C@@H]2OCCCC[C@@H](C)Oc3ccc(NC(=O)NC4CCCCC4)cc3C(=O)N([C@@H](C)CO)C[C@H]2C)cc1
compound no.	49	50	51	52	53	54
KDM4C inh	0.0	1.1	-2.0	-2.9	1.8	0.0
C diff HTS	-1	2	2	-1	4	-3
T cruzi growth	3	40	-8	·	·	-15
Pf Dd2 growth	-8	-1	6	-84*	-50	13

55	COc1ccccc1-c1ccc2n(c1=O)C[C@@H]1[C@@H](CO)[C@H](C(=O)N[C@@H](C)c3ccccc3)[C@H]2N1C
56	C[C@@H]1CN([C@H](C)CO)S(=O)(=O)c2ccc(C#CC3CC3)cc2O[C@@H]1CN(C)Cc1ccccc1F
57	COCC#Cc1cnc2c(c1)C(=O)N([C@H](C)CO)C[C@@H](C)[C@@H](CN(C)C(=O)Nc1ccc(OC)cc1)O2
58	COCCNC(=O)C[C@@H]1CC[C@H]2[C@@H](COc3ccc(NC(=O)Nc4ccccc4)cc3C(=O)N2C)O1
59	Cc1ccc(S(=O)(=O)N(C)C[C@H]2Oc3ccc(NS(=O)(=O)c4ccc(F)cc4)cc3C(=O)N([C@@H](C)CO)C[C@@H]2C)cc1
60	O=C(Nc1ccccc1)N1CCCCN2[C@H](CO)[C@@H](c3ccc(C#Cc4cccnc4)cc3)[C@H]2C1
61	COc1ccc2c3c(n(C)c2c1)[C@H](CO)N(C(C)=O)CC31CCN(S(=O)(=O)c2ccccc2)CC1
62	Cc1noc(C)c1NC(=O)Nc1ccc2c(c1)CC(=O)N([C@@H](C)CO)C[C@@H](C)[C@@H](CN(C)Cc1ccc3c(c1)OCO3)O2
63	C[C@@H]1CCCCO[C@H](CN(C)C(=O)C2CCCCC2)[C@H](C)CN([C@@H](C)CO)C(=O)c2cc(NC(=O)Nc3cccc4ccccc34)ccc2O1
compound no.	55	56	57	58	59	60	61	62	63
KDM4C inh	-0.5	0.1	4.6	1.2	0.4	-0.8	0.0	-0.3	0.6
C diff HTS	-2	15	0	-9	21	5	-16	-2	-6
T cruzi growth	30	75	35	39	3	-4	·	-4	?
Pf Dd2 growth	11	-24	-9	-4	-56	-56	-76	1	-48
